Glyco luc inh: N-linked glycosylation inhibition. D54 ERlucT glycosylation luciferase reporter, 24 h; percent of 100 nM tunicamycin response. reporter increase, % at 12.5 µM. 0.23% of 360,000 active;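 active = mean luciferase reporter signal, scaled so untreated is 0 and the glycosylation-blocking control 100, at or above a set limit in every replicate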;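 also: luciferase carries N-glycosylation sites so blocking glycosylation raises the light; 0% = median of neutral control wells and 100% = median of 100 nM tunicamycin wells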
MC4R ag barr: human MC4R agonism via beta-arrestin; AID 540308; U2OS MC4R beta-arrestin complementation, luminescence; percent of melanotan II response, DMSO zero; 0.98% of 360,000 active; P32245; activation, % at 8.9 µM;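 active = activation above a per-plate cutoff, the mean activation of sample wells on that plate plus 3 SD, cut at about 8% in these data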
Target sequence (P32245 whole entry, looked up): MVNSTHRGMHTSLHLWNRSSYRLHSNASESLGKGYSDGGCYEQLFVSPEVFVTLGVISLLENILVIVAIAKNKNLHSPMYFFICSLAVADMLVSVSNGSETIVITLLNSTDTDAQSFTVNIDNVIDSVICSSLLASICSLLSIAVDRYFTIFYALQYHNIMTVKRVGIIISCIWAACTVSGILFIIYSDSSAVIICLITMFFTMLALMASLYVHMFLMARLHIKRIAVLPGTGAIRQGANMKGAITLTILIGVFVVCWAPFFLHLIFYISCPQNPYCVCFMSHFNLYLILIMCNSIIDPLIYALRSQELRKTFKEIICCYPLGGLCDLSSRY
HTR2A ag: mouse HTR2A agonism via beta-arrestin recruitment. P35363. CHO-K1 mHTR2A beta-arrestin complementation, luminescence; percent of 30 µM serotonin response. activation, % at 7.6 µM. 0.66% of 360,000 active. AID 624169;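 active = activation above a run cutoff, the mean activation of all tested compounds plus 3 SD, cut at about 14% in these data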;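 also: 0% = plate median of compound wells and 100% = 30 µM serotonin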
Vif imaging: inhibitors of HIV Vif. AID 602346. HEK293T cells, Vif self-association by quenched fluorescence, imaging, 24 h. inhibition, % at 7.49 µM. 0.35% of 340,000 active; in the data active = inhibition above about 50%, passing the limit was not always enough; also: some results filed as inactive read as strong as hits
Cardio protect: protects H9c2 cardiomyocytes from peroxide injury; H2O2 injury protection, ATPLite, 2 h; protection from H2O2 cell death, % at 20 µM; 0.63% of 360,000 active;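 active = compounds giving at least 50% protection of heart cells from peroxide-induced death in the single-dose screen, raw or plate-pattern-corrected value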;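 also: 0% = DMSO wells with peroxide and 100% = DMSO wells without peroxide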
PDI turbidity: inhibitors of human protein disulfide isomerase; 0.052% of 350,000 active; AID 588391; PDI insulin aggregation turbidity, A650, 90 min; P07237; inhibition, % at 10 µM;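 active = mean inhibition across replicates of 30% or more, whatever share of single replicates reach that level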;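 also: absorbance from insulin aggregation driven by PDI reduction with DTT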
Target sequence (P07237 whole entry, looked up): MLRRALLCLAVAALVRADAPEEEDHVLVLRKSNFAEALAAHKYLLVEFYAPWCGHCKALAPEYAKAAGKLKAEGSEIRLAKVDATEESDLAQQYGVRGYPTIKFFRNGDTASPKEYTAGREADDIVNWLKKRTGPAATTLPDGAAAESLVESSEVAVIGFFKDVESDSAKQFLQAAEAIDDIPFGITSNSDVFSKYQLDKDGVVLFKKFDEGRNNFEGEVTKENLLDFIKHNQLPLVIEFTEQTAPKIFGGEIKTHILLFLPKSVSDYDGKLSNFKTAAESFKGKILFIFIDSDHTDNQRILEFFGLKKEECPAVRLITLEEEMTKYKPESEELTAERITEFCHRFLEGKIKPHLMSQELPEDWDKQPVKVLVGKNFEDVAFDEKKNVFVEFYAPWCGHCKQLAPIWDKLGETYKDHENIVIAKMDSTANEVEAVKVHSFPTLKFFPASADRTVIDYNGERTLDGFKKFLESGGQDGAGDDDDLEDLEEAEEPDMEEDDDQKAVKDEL
MC4R antag cAMP: blocks human MC4R cAMP signaling; P32245; MC4R-expressing cells, MTII-stimulated cAMP, LANCE TR-FRET; inhibition, % at 6.5 µM; 0.48% of 360,000 active;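 active = inhibition above its plate's cutoff, the mean of tested wells on that plate plus 3 SD, cut at about 29% in these data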;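 also: 0% = Melanotan II alone and 100% = Melanotan II plus saturating MCL0020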
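material = U2OS cells stably expressing human melanocortin 4 receptor (MC4R) | also added = Melanotan II challenge | dosing = single nominal compound dose of 6.5 µM | detection = TR-FRET with Eu-cAMP and labeled anti-cAMP, 671 nm | replication = singlicate | timing = compound 30 min, challenge 1 h, detection 1 h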
ABCB6 inh MLPCN: inhibitors of human ABC transporter ABCB6. Q9NP58. 0.19% of 360,000 active. K562-ABCB6 porphyrin accumulation, flow cytometry, 1 h; stronger effect = lower value. fluorescence ratio to DMSO, % at 10 µM. AID 602162;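 active = fluorescence ratio to DMSO below 75%, the collection mean minus 3 SD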;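 also: signal is porphyrin accumulated inside mitochondria; 100% equals median channel fluorescence of DMSO control wells; lower ratio means ABCB6 inhibition with less porphyrin fluorescence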
aDG glyco up: increases alpha dystroglycan glycosylation; Pro5-aDG cells, alpha-DG glycosylation AlphaScreen (IIH6); 0% Pro5, 100% B10-LARGE cell signal; activation, % at 10 µM; 0.22% of 360,000 active; AID 624168;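 active = activation of at least 8% versus controls, or a plate z-score of at least 8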;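 also: Pro5 are CHO cells carrying HIG-tagged alpha-DG that lacks glycosylation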
CaV13 FRET inh: Primary screen for inhibitors of IQ motif and Ca2+-dependent inactivation inhibitor domain binding in CACNA1D, Förster resonance energy transfer in living cells, … | HEK cells, CFP/YFP FRET ICDI-IQ, plate reader, 10 min; percent FRET-ratio fall versus neutral wells | inhibition, % at 12.3 µM | 0.098% of 340,000 active;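 active = mean replicate inhibition of at least 30% and at least 1% of replicates passing that level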;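 also: 0% = median of the neutral control wells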
* hit, by the source's call; . = no result given.

Sample of the layout, 10 compounds:
SMILES | Glyco luc inh | MC4R ag barr | HTR2A ag | Vif imaging | Cardio protect | PDI turbidity | MC4R antag cAMP | ABCB6 inh MLPCN | aDG glyco up | CaV13 FRET inh
CCOC(=O)C1CCCN(C(=O)Cn2cnc3sc(C)c(S(=O)(=O)N4CCOCC4)c3c2=O)C1 (configuration not stated) | 1 | 1.5 | 2 | -8 | 3 | -4 | 6 | 98 | 0.0 | -6
CS(=O)(=O)NCc1csc(-c2ccccc2)n1 | 4 | -0.1 | 2 | . | 6 | 11 | 5 | 98 | 0.0 | .
CSC(=NCc1ccco1)NC#N | 1 | 1.2 | 11 | 42 | -1 | 3 | -3 | 100 | 0.1 | -20
Cc1ccc(CSc2nc3c(c(=O)[nH]c(=O)n3C)n2CCC(C)C)cc1 | 1 | 2.8 | 0 | -15 | -18 | -1 | 3 | 87 | 0.2 | -5
CCOc1ccc(N2C(=O)C3C(c4ccc(O)cc4)NC(CCSC)(C(=O)OC)C3C2=O)cc1 (configuration not stated) | 1 | 3.1 | 3 | 2 | 8 | -4 | 1 | 95 | -0.1 | -2
CNC(=O)COC(=O)Cc1ccc(Cl)cc1 | 4 | -1.3 | -2 | -1 | 0 | -3 | 6 | 93 | 0.3 | -4
CC(=O)Nc1ccc(C2=NN(c3ccccc3)C(c3ccccc3)C2)cc1 (configuration not stated) | -3 | 5.9 | 3 | -2 | -9 | 3 | 24 | 91 | 1.0 | -19
O=S1(=O)CCC(NC2CCCC2)C1 (configuration not stated) | 3 | -1.5 | -3 | -1 | 6 | -5 | 0 | 100 | 0.0 | -2
O=C(CCN1C(=O)/C(=C\c2ccccc2)SC1=S)NNC(=O)c1cccnc1 | -2 | 21* | 0 | -10 | -26 | -3 | 1 | 98 | 0.6 | -15
Cc1c(C(=O)NCCN(C)C)oc2ccc(S(=O)(=O)N3CCC4(CC3)OCCO4)cc12 | 1 | 0.1 | 4 | 1 | -1 | -3 | 15 | 97 | 0.0 | -3

Results, previewed entries included:
SMILES | Glyco luc inh | MC4R ag barr | HTR2A ag | Vif imaging | Cardio protect | PDI turbidity | MC4R antag cAMP | ABCB6 inh MLPCN | aDG glyco up | CaV13 FRET inh
CCOC(=O)C1CCCN(C(=O)Cn2cnc3sc(C)c(S(=O)(=O)N4CCOCC4)c3c2=O)C1 (configuration not stated) | 1 | 1.5 | 2 | -8 | 3 | -4 | 6 | 98 | 0.0 | -6
CS(=O)(=O)NCc1csc(-c2ccccc2)n1 | 4 | -0.1 | 2 | . | 6 | 11 | 5 | 98 | 0.0 | .
CSC(=NCc1ccco1)NC#N | 1 | 1.2 | 11 | 42 | -1 | 3 | -3 | 100 | 0.1 | -20
Cc1ccc(CSc2nc3c(c(=O)[nH]c(=O)n3C)n2CCC(C)C)cc1 | 1 | 2.8 | 0 | -15 | -18 | -1 | 3 | 87 | 0.2 | -5
CCOc1ccc(N2C(=O)C3C(c4ccc(O)cc4)NC(CCSC)(C(=O)OC)C3C2=O)cc1 (configuration not stated) | 1 | 3.1 | 3 | 2 | 8 | -4 | 1 | 95 | -0.1 | -2
CNC(=O)COC(=O)Cc1ccc(Cl)cc1 | 4 | -1.3 | -2 | -1 | 0 | -3 | 6 | 93 | 0.3 | -4
CC(=O)Nc1ccc(C2=NN(c3ccccc3)C(c3ccccc3)C2)cc1 (configuration not stated) | -3 | 5.9 | 3 | -2 | -9 | 3 | 24 | 91 | 1.0 | -19
O=S1(=O)CCC(NC2CCCC2)C1 (configuration not stated) | 3 | -1.5 | -3 | -1 | 6 | -5 | 0 | 100 | 0.0 | -2
O=C(CCN1C(=O)/C(=C\c2ccccc2)SC1=S)NNC(=O)c1cccnc1 | -2 | 21* | 0 | -10 | -26 | -3 | 1 | 98 | 0.6 | -15
Cc1c(C(=O)NCCN(C)C)oc2ccc(S(=O)(=O)N3CCC4(CC3)OCCO4)cc12 | 1 | 0.1 | 4 | 1 | -1 | -3 | 15 | 97 | 0.0 | -3
O=C(O)C1CCC(=O)N(C2CCCCC2)C1c1ccccc1 (configuration not stated) | 1 | -0.7 | 3 | 5 | 6 | -13 | 1 | 84 | 0.0 | -5
O=C(O)c1ccc2c(=O)n3c(nc2c1)/C(=C/c1ccc(F)cc1)CC3 | 0 | -2.1 | -3 | . | 12 | 3 | 3 | 110 | 0.0 | -1
Cc1cc2nc(-c3ccc(F)cc3)c(Cc3ccsc3)n2c(C)c1Br | . | . | -1 | . | . | . | . | 129 | 0.1 | -5
CCCCN(C=O)c1c(CC)nc2c(OCC(=O)N3CCOCC3)cccn12 | 2 | -0.2 | 16* | -5 | -1 | -2 | 9 | 94 | -0.1 | -11
Cn1c(=O)n(C)c2cc(NC(=O)CSc3ccccc3)ccc21 | 15 | 3.1 | 14 | 2 | 0 | -9 | -5 | 99 | -0.5 | -6
COc1ccc(-c2nc3ccccc3c(=O)n2CCCN2CCOCC2)cc1 | 2 | -0.1 | 1 | 12 | -5 | 0 | 5 | 95 | -0.3 | -10
C[C@@H]1CN([C@H](C)CO)S(=O)(=O)c2ccc(-c3ccc(C#N)cc3)cc2O[C@H]1CN(C)C(=O)Nc1cc(F)ccc1F | -5 | 1.6 | 1 | 1 | 44 | -19 | 0 | 103 | 0.2 | -10
CCOC(=O)c1c(C)[nH]c(C)c1C(=O)COC(=O)Cc1n[nH]c(=O)c2ccccc12 | -2 | -0.6 | 0 | 1 | 49 | -7 | 1 | 103 | 0.2 | -6
CCCCn1cnc2c(c(-c3ccccc3)c(-c3ccccc3)n2Cc2ccco2)c1=N | 8 | -1.1 | 2 | 5 | -5 | 14 | 1 | 98 | 0.2 | -5
Cc1nc2sc(C(c3cccs3)N3CCN(C(=O)c4ccco4)CC3)c(O)n2n1 (configuration not stated) | -1 | 1.8 | 1 | -8 | 2 | . | 10 | 104 | 0.0 | -5
COc1ccc(OC)c(C2C(C(=O)Nc3ccccc3OC)=C(C)Nc3nc(CCCO)nn32)c1 (configuration not stated) | 2 | -0.4 | 5 | -9 | -4 | . | 3 | 96 | 0.0 | -5
COCC(C)n1c(SCC(=O)Nc2nccs2)nc2ccccc2c1=O (configuration not stated) | 0 | 0.3 | 6 | 2 | 2 | -5 | 12 | 94 | -0.1 | -4
CCc1ccccc1N1C(=O)c2ccccc2S1(=O)=O | -3 | -0.8 | -1 | 1 | -5 | 0 | 4 | 91 | 0.3 | -5
CCc1nc2ccc(C(=O)Nc3ccc(NC(C)=O)cc3)cn2c1N(CCC(C)C)CCN(C)C | 1 | 0.2 | 6 | 1 | 20 | 11 | 2 | 101 | -0.1 | -5
COC(=O)c1nc(NC(=O)c2ccc(Br)cc2)n[nH]1 | 2 | -1.5 | -2 | 1 | 11 | -2 | 7 | 94 | -0.1 | .
N#Cc1ccc(OCC(=O)Nc2cc(S(=O)(=O)N3CCCCC3)ccc2N2CCCCC2)cc1 | -5 | -1.0 | 4 | -8 | 0 | 2 | 4 | 97 | 0.2 | -2
Cc1ccc(S(=O)(=O)CCSc2n[nH]c(=O)n2-c2ccccc2)cc1 | -4 | -0.7 | 3 | -13 | 10 | -7 | 5 | 97 | 1.0 | 8
CCC(C)NC(=O)Cn1cc(S(=O)(=O)N2CCN(c3ccccc3F)CC2)c2ccccc2c1=O (configuration not stated) | 1 | -2.5 | -5 | 0 | -8 | 6 | -5 | 99 | -0.2 | -5
COC(=O)c1onc(-c2ccccc2)c1C(=O)OC | -1 | 0.6 | 0 | -2 | 8 | -7 | 7 | 102 | 0.0 | .
COc1ccc2nc(SCc3ccccc3)nc(C)c2c1 | -13 | 1.3 | -4 | -2 | -11 | -14 | -20 | 99 | 0.5 | -5
O=C(Nc1ccc([N+](=O)[O-])cc1)C1CC1(c1ccccc1)c1ccccc1 (configuration not stated) | -8 | 4.8 | -4 | -1 | -7 | 2 | 6 | 96 | 0.2 | -5
O=C1CC(N2CCSCC2)C(=O)N1c1ccc(Br)cc1 (configuration not stated) | -1 | 0.8 | 4 | 5 | 1 | 7 | -1 | 104 | 0.0 | -3
COC(=O)CC1OCC=C2CN3CCC45C6=CC(=O)C(=O)C([N+](=O)[O-])=C6NC4C1C2CC35 (configuration not stated) | -9 | -2.6 | -1 | 15 | -2 | 85* | 0 | 99 | 0.4 | -4
CSCCC(NC(=O)c1ccco1)C(=O)NCC1CCCO1 (configuration not stated) | 0 | 1.3 | -2 | -1 | 0 | 0 | 8 | 102 | 0.5 | -6
O=C(O/N=C1\CCCCC1c1ccc([N+](=O)[O-])cc1[N+](=O)[O-])c1c(F)cccc1F (configuration not stated) | 0 | -2.3 | 0 | -4 | 5 | -2 | 7 | 98 | 0.3 | -4
Cc1ccccc1OCC(=O)Nc1ccc2c(c1)C(=O)c1ccccc1C2=O | 2 | 22* | 3 | -2 | -13 | -7 | 2 | 101 | -0.2 | -7
CCc1cccc(NC(=S)N(CCOC)C2CCN(C(C)=O)CC2)c1 | 1 | 0.3 | 2 | 1 | -8 | -1 | 20 | 100 | -0.1 | -20
CC1(Cc2ccc3c(c2)OCO3)C(=O)Nc2c(Cl)ccc(Cl)c21 (configuration not stated) | -5 | 2.6 | -9 | -7 | -2 | 13 | -1 | 93 | 0.1 | -4
Cc1cccc(NC(=O)COC(=O)CN2CCCCCC2=O)c1C | 1 | -1.1 | 2 | 3 | 1 | -12 | 3 | 102 | -0.2 | -5
Cc1cccc(C(=O)N[C@H](C(=O)Nc2cc(S(=O)(=O)N3CCCCC3)ccc2C)C(C)C)c1 | 0 | -0.8 | -1 | -11 | 3 | 11 | 0 | 94 | 0.2 | -5
Cc1cc(C(F)(F)F)nc2c(Cl)c(C(C)(C)C)nn12 | -1 | 0.1 | 2 | 5 | 2 | 3 | 18 | 94 | 0.0 | -8
COc1ccccc1NC(=O)c1ccccc1-c1ccccc1C(=O)O | 2 | 0.3 | 0 | 31 | 0 | -2 | 17 | 97 | -0.1 | -6
Cc1ccsc1C=Nc1c(C)n(C)n(-c2ccccc2)c1=O | 1 | -1.6 | 3 | 4 | 4 | 0 | 4 | 100 | 0.0 | -10
Cc1cc(C)c(OCC(=O)Nc2ccccc2N2CCOCC2)c(C)c1 | -9 | 1.4 | 2 | -5 | -1 | 6 | -1 | 105 | -0.1 | -6
O=C1C=CC(=O)N1Cc1ccccn1 | 0 | 0.3 | 1 | -18 | 1 | 0 | 16 | 101 | 0.0 | -5
Cc1cccc(N(CC(=O)N2CCOCC2)S(C)(=O)=O)c1C | 1 | -0.9 | 10 | 5 | 1 | 0 | 3 | 106 | 0.5 | -4
O=c1c2cc(F)ccc2sn1-c1ccccc1Cl | 0 | -1.7 | -5 | -4 | -28 | -2 | -1 | 101 | 0.1 | -4

From PubChem BioAssay
